# Screening data as filed in PubChem.
# ALOX12 inh = inhibitors of human 12S-lipoxygenase ALOX12; purified 12hLO, xylenol orange hydroperoxide absorbance; Potency, µM (series often up to 108 µM), without a hit: top-dose activity change, negative = inhibition, most hits filed as inhibitors; 1.1% of 580,000 active; AID 1671190; active = well fitted inhibition curve with a large enough effect; inconclusive = small, poorly fitted or top-dose-only effect, or another doubt; inactive = no such curve, though single readings can be large or run the other way
# Target sequence (P18054 whole entry, looked up): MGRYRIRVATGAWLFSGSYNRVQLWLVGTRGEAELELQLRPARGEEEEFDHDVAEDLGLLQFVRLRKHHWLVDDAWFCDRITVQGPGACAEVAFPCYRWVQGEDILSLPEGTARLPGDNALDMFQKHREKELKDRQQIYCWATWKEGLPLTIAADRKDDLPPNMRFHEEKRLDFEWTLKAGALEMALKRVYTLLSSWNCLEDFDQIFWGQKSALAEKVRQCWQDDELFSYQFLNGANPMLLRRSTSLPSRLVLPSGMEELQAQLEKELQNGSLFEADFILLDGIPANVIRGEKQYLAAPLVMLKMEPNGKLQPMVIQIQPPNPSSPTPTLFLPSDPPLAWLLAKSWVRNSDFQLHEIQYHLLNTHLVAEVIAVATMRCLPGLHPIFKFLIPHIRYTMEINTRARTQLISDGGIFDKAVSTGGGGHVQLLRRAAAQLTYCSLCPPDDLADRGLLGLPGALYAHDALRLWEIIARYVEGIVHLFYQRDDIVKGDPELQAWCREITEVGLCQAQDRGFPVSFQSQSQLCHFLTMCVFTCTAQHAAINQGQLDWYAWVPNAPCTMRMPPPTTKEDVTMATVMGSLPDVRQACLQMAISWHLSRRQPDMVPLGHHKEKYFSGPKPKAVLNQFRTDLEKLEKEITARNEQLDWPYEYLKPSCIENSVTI
#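 Purified human 12hLO at 150 nM in 25 mM Hepes, 0.01% Triton X-100, pH 7.0, preincubated 15 min at room temperature with compound. Reaction started with 40 uM arachidonic acid, 30 min at room temperature. Hydroperoxide measured by Fe-xylenol orange, 573/405 nm absorbance ratio.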
# Starred values were filed as active, the others as inactive; ? = inconclusive; [ ] = dose if it differs, or a comment. % is set by controls: 0 for no effect and ±100 for the full control effect; potency is the fitted concentration of half-maximal effect. These rows are one share of the data. The share of hits here may be higher or lower than overall.
No. | SMILES | ALOX12 inh
1 | COc1ccc(-c2cc(N3CCC(NC(=O)c4ccc(Cl)cc4OC)CC3)n[nH]2)cc1 | -2%
2 | Cc1ccccc1NC(=O)Nc1ccnn1C1CCN(C(=O)[C@@H](N)CO)CC1 | -6%
3 | O=C(Nc1ccc(F)cc1)N1C[C@@H]2C[C@H](C1)c1c(NS(=O)(=O)c3ccccc3)ccc(=O)n1C2 | -1%
4 | COc1ccc2cc(C(=O)N3CC4CC(C3)[C@H]3CCCC(=O)N3C4)[nH]c2c1 (stereo partly specified) | 13%
5 | O=C(NCc1cccs1)c1nc(-c2ccc(F)cc2)c2cnccn12 | ?
6 | CCCc1cc(C(=O)N2CCCC(Cc3ccccc3F)(C(=O)OCC)C2)n(C)n1 (stereo unspecified) | ?
7 | COc1ccc(C(=O)N2CCOCC3(CN(Cc4cccc(Cl)c4)C3)C2)cc1OC | 7%[176 µM]
8 | Cc1noc(CN(C)C(=O)c2ccc(S(=O)(=O)NCCO)cc2)n1 | 6%
9 | O=C(c1ccc(C(F)(F)F)cc1)N1CCC2(C1)C(=O)N(c1ccccc1)c1ccccc12 (stereo unspecified) | 6%[6.33 µM]
10 | NCC(=O)N1CCC2(CC1)CN(C(=O)c1ccc(Cl)cc1)CCO2 | 7%[6.33 µM]
11 | O=C(NC1CCCCC1)c1cnc2c(c1)N([S+](=O)([O-])c1cccnc1)CCC2 | ?
12 | Cc1nc(N2CCC(NC(=O)c3sccc3C)CC2)cc(C(F)(F)F)n1 | 17%
13 | C=C(C)C#CCNCc1ccccc1 | ?
14 | Cc1noc(-c2cn(C3CCCN(C(=O)c4ccc5[nH]ccc5c4)C3)nn2)n1 (stereo unspecified) | -4%
15 | Cc1ncsc1C(=O)N1CC(CNC(=O)C2CCOCC2)C2(C1)CN(c1ccccc1)C2 (stereo unspecified) | 1%
16 | S=C1NCCN1c1ccc(Cl)cc1 | ?
17 | NC1CCc2nn(CC(=O)N3CCN(c4ncccn4)CC3)c(=O)n2CC1 (stereo unspecified) | -17%
18 | COc1cc(CNC(=O)c2ccc3c(c2)N(C(=O)c2ccc(F)cc2)CC3)cc(OC)c1 | 15%
19 | CCCN(C)C(=O)c1onc(-c2ccc(OC)cc2)c1[C@H](C)O | 6%[176 µM]
20 | CNc1cc(OC)c(C(=O)N[C@H]2CCN(Cc3ccccc3)[C@H]2C)cc1Cl | 107%
21 | O=C(c1cc(C2CC2)nc2c1c(C1CCCN1)nn2-c1ccccc1)N1CCOCC1 (stereo unspecified) | -4%[6.33 µM]
22 | COC(=O)CNC(=O)C1CN(c2ccc(F)cc2)C(=O)N1 (stereo unspecified) | 83%[activator][176 µM]
23 | O=C(c1cccnc1)N1CC(CNc2ccccc2)C2(C1)CN(c1ccccc1)C2 (stereo unspecified) | 34%[activator][176 µM]
24 | NC(=O)N1CCCC(C(=O)NCCCn2nccc2C2CC2)C1 (stereo unspecified) | 4%
25 | COc1ccc(NC(=O)CC[C@H]2NC(=O)c3ccccc3NC2=O)cn1 | 28%
26 | COC(=O)c1cn([C@H]2CN[C@H](C(=O)N3CCC(O)(CO)CC3)C2)nn1 | ?
27 | O=C1CC(c2ccccc2)N(C(=O)C2CC2)CCCN(C(=O)Nc2ccccc2)CCN1 (stereo unspecified) | 15%
28 | COc1ccc(CC(=O)N2CC(c3nnc(-c4ccc(C)cc4)o3)C3(CCOCC3)C2)cc1 (stereo unspecified) | 36%[activator]
29 | C=CCOc1cccc(-c2nc(C(=O)Nc3ccc(F)cc3)cs2)c1 | 13%
30 | CN(C)CC1(COc2ccc(S(C)(=O)=O)cc2)C[C@@H](O)[C@@H](O)C1 (stereo partly specified) | ?

# The last two records of the part before open the next one:
No. | SMILES | ALOX12 inh
29 | C=CCOc1cccc(-c2nc(C(=O)Nc3ccc(F)cc3)cs2)c1 | 13%
30 | CN(C)CC1(COc2ccc(S(C)(=O)=O)cc2)C[C@@H](O)[C@@H](O)C1 (stereo partly specified) | ?
31 | COc1cccc(CCC(=O)N2CCC(Cc3nc(-c4ccc(F)cc4)no3)CC2)c1 | 8%
32 | O=C(/C=C/c1ccccc1)OC/C=C/c1ccccc1 | -7%[176 µM]
33 | COc1cc(F)ccc1-c1ccnc2nc(Cc3ccc(F)cc3)nn12 | 49%[activator]
34 | Cc1nnc(-c2cc(-c3ccc([S+](C)(=O)[O-])cc3)ccn2)n1Cc1ccccc1 | 16%[176 µM]
35 | Cc1ccc(-c2ncc(C(=O)NCCN3CCN(C)CC3)c(-c3ccncc3)n2)cc1 | -8%
36 | O=C(O)C1CCc2nnc(C3CCN(C(=O)Cc4ccccc4)CC3)n21 (stereo unspecified) | ?
37 | O=C(NCCc1ccccc1)c1cnc2n[nH]c(-c3ccccc3)c2n1 | 14%[176 µM]
38 | O=C(Cc1cccc(F)c1)N1CCCC(c2noc(COc3ccccc3)n2)C1 (stereo unspecified) | 54%[activator]
39 | Cc1cnc(C(=O)NC2CC(c3nnc(CO)n3C3CC3)C2)[nH]1 (stereo unspecified) | 9%
40 | CC(=O)Nc1ccc(CNC2(Cc3cc(CN4CCCCC4)on3)COC2)cc1 | 1%[176 µM]
41 | O=C(NCc1ccc(Cl)nc1)c1cnn2ncccc12 | 83%[activator][176 µM]
42 | O=C(Nc1cccc(C(F)(F)F)c1)c1cnc2c(c1)N(C(=O)Cc1cccc(C(F)(F)F)c1)CCC2 | -14%
43 | Nc1nc2c(c(N3CC[C@@H](O)C3)n1)CCN(C(=O)[C@H]1CCCO1)CC2 | 3%
44 | CC1(C)CNC(=O)c2nc(CC3(O)CCCC3)[nH]c2C1 | ?
45 | CCCNC(=O)CC1CCCN(c2cn[nH]c(=O)c2)C1 (stereo unspecified) | -4%
46 | COc1ccc(S(=O)(=O)N2CCOC[C@H](Oc3ccccc3)C2)cc1 | -4%[176 µM]
47 | Cc1cccc(C(=O)N2C[C@@H](COc3ccccc3)[C@H](C(N)=O)C2)n1 | 36%
48 | Cc1ccc(NC(=O)N2CCC(CCNC(=O)c3ccsc3)CC2)cc1 | -1%
49 | COc1cccc(CC(=O)NCCC2CCN(C(=O)Nc3cc(F)cc(F)c3)CC2)c1 | 21%
50 | O=C(Cc1c[nH]c2ncc(-c3ccccc3C(F)(F)F)cc12)N1CCOCC1 | -13%[176 µM]
51 | CC1=CCC[C@@H]2[C@]3(CC/C(=C/CO)CO)CO[C@@]2(C1)[C@@H](O)C[C@H]3C | -26%
52 | COc1ccccc1CNC[C@H]1O[C@H](Cc2cc(CN3CCOCC3)on2)CC[C@@H]1O | 44%[176 µM]
53 | CN(Cc1ccc(-c2ccccc2)cc1)C(=O)c1ccccc1 | ?
54 | COc1cccc(CN2CCCC3(C2)NC(=O)c2ccccc2O3)c1 (stereo unspecified) | -1%[176 µM]
55 | O=C1Nc2ccccc2C12CCN(c1cc(C3CC(O)C3)ncn1)CC2 (stereo unspecified) | 52%[activator]
56 | CCOC(=O)C1=CN(CC(=O)Nc2ccc(Br)cc2F)S(=O)(=O)N=C1C | -7%
57 | COCCN1C(=O)CCc2cc(NC(=O)CCc3ccccc3)ccc21 | 15%
58 | COc1ccccc1C(=O)N1CCc2nc(C(C)C)nc(-c3ccc(O)cc3)c2C1 | -6%
59 | CCN1C(=O)C2(CCN(S(=O)(=O)Cc3ccc(Cl)cc3)CC2)c2ccccc21 | ?
60 | NC(=O)c1ccc(OC2CCN(C(=O)CCc3ccccc3)C2)nc1 (stereo unspecified) | 19%

# Another view of some results above:
55. O=C1Nc2ccccc2C12CCN(c1cc(C3CC(O)C3)ncn1)CC2 (stereo unspecified)
  ALOX12 inh: 52%[activator]

56. CCOC(=O)C1=CN(CC(=O)Nc2ccc(Br)cc2F)S(=O)(=O)N=C1C
  ALOX12 inh: -7%

# Remaining list, next part.
No. | SMILES | ALOX12 inh
61 | COc1ccc(-c2cnc([C@@H]3COCCN3Cc3ccncc3)[nH]2)cc1 | 28%[176 µM]
62 | Cc1ccc(S(=O)(=O)N[C@H]2CO[C@H]3[C@@H]2OC[C@@H]3n2nnnc2Oc2ccc(-n3cncn3)cc2)cc1 | 15%
63 | CN(Cc1ccc(-c2ccccc2)cc1)S(C)(=O)=O | 18%[176 µM]
64 | CCCN1CCC2(Cc3ccccc3CN(C(C)=O)C2)C1 (stereo unspecified) | -2%[6.33 µM]
65 | CC(C(=O)NC1CC1)[C@@H]1CC[C@@]2(C)CC[C@H](NC(=O)Nc3cccc(F)c3)[C@@H](C)[C@@H]2[C@H]1O (stereo partly specified) | 30%[activator]
66 | Cc1cc(O)cc(=O)n1-c1cc(C(F)(F)F)cc(C(F)(F)F)c1 | 4%
67 | O=C(NC1CC1)[C@@H]1C[C@H](Oc2cccnc2)CN1C(=O)c1ccccn1 | -2%
68 | COc1ccc(C(=O)N2CCC(Cn3c(C)cnc3-c3cccnc3)CC2)c(OC)c1 | 39%
69 | COc1ccc(OC)c(CN2CCc3ncc(C(=O)Nc4ccccc4)n3CC2)c1 | 36%[activator][176 µM]
70 | O=C(c1cnccn1)N1CCc2nc(OCC3CC3)ccc2C1 | 11%
71 | COc1ccc(OC)c(S(=O)(=O)N2CCCC(CO)CCNC(=O)CC2)c1 (stereo unspecified) | 9%
72 | CN1CCCCCCN(S(=O)(=O)N(C)C)[C@H]2CCC[C@H]2C1=O | 36%[activator]
73 | COCCOCc1nc(C2CCCN2)no1 (stereo unspecified) | 44%[activator]
74 | Cn1cc(C(=O)N2CCC3(CC2)c2nc[nH]c2CCN3S(C)(=O)=O)cn1 | 3%
75 | CNC(=O)c1cccc(-c2cnc3[nH]cc(CC(=O)Nc4cccc(F)c4)c3c2)c1 | ?
76 | CCOc1ccccc1C(=O)NC1CCN(c2cc(-c3ccc(Cl)cc3)[nH]n2)C1 (stereo unspecified) | 30%
77 | C[S+](=O)([O-])N1CCn2cc(C(=O)NCc3ccc(Cl)nc3)nc2C1 | -1%[6.33 µM]
78 | O=C(CN1CCNCC1)NCc1nc(-c2cccc(F)c2)c(-c2ccccn2)[nH]1 | 108%[activator]
79 | O=C(NCCc1cccs1)c1ccc(CN2C(=O)NC3(CCOCC3)C2=O)cc1 | -13%
80 | O=C1NCc2ccccc2CC12CCCN2Cc1ccc(OC(F)(F)F)cc1 (stereo unspecified) | 7%[6.33 µM]
81 | Cc1cn2nc(C(=O)N3CCC(NC(=O)Cc4ccsc4)CC3)cc2c(=O)[nH]1 | 32%[activator]
82 | CCn1ncc(N2CCCC(CC(=O)NC3CCN(Cc4ccccc4)CC3)C2)cc1=O (stereo unspecified) | 34%
83 | CN(C)C(=O)c1nc(-c2ccccc2)c2ccccn12 | 41%[activator][176 µM]
84 | O=C(O)c1cn2ccnc(-c3ccc(F)cc3)c2n1 | 6%
85 | CCS(=O)(=O)N(C1CC1)C1CCOC2(CCN(C(=O)c3cc(F)ccc3F)CC2)C1 (stereo unspecified) | 11%
86 | COC(=O)[C@@H]1C[C@@H](NS(=O)(=O)c2ccc(C(F)(F)F)cc2)CN1C | ?
87 | COC(=O)N1CCn2cc(C(=O)Nc3ccc(Cl)cc3Cl)nc2C1 | 0%[6.33 µM]
88 | CC1CCC2(CC1)NC(=O)N(CC(=O)N(C)c1ccccc1)C2=O (stereo unspecified) | -6%
89 | CCC(C)NC(=O)N1CC(Oc2cccc(-c3nc(C)no3)c2)C1 (stereo unspecified) | 29%
90 | Cc1nnc2n1CCC(NC(=O)CCCc1nc3ccccc3s1)CC2 (stereo unspecified) | 30%
91 | O=C(Cc1ccccc1)NCCC1CCN(C(=O)Nc2cc(F)ccc2F)CC1 | 58%[activator]
92 | O=C1NCCCCCN(C(=O)c2cccs2)[C@H]2CCC[C@@H]12 | 26%
93 | COCCNC(=O)c1cn2ccnc(-c3ccc(OC)cc3)c2n1 | 21%
94 | Cc1ccc(S(=O)(=O)N2CCCC(Cn3cnc4cccnc43)C2)cc1C (stereo unspecified) | 0%
95 | COCC1CN(C(=O)C2(c3ccc(OC)cc3)CC2)CC12CCOCC2 (stereo unspecified) | 36%[activator]
96 | O=C(NCc1ccc2c(c1)OCO2)c1nc(-c2cccc(C(F)(F)F)c2)c2ccccn12 | 8%
97 | CCCn1cc(CNc2cc(CC)nc3c(C)c(C)nn23)cn1 | ?
98 | CC(C)S(=O)(=O)N1CCC(N2C(=O)C3(CCCC3)C2c2ccccc2)CC1 (stereo unspecified) | 6%
99 | O=C1NCc2ccccc2CC12CCN(Cc1cccc(F)c1)C2 (stereo unspecified) | ?
100 | CC1(CNC(=O)c2nccc3ccccc23)CCOCC1 | 39%

# Arranged by count of non-hydrogen atoms (high to low): 3 of the compounds above.
No. | SMILES | ALOX12 inh
94 | Cc1ccc(S(=O)(=O)N2CCCC(Cn3cnc4cccnc43)C2)cc1C (stereo unspecified) | 0%
97 | CCCn1cc(CNc2cc(CC)nc3c(C)c(C)nn23)cn1 | ?
100 | CC1(CNC(=O)c2nccc3ccccc23)CCOCC1 | 39%

# (more compounds)
No. | SMILES | ALOX12 inh
101 | CCCNC(=O)CN1C(=O)NC2(CCC(C(C)(C)C)CC2)C1=O (stereo unspecified) | 1%
102 | CCS(=O)(=O)N1C[C@@H](COC)[C@H](C(=O)NC)C1 | 29%
103 | COC(=O)C1=C(C)N=C2SC=C(CC(=O)NC3CC3)N2C1c1ccc(C)cc1C (stereo unspecified) | 3%
104 | Cc1cccc(-c2noc([C@@H]3C[C@@H](O)CN3C3CCOCC3)n2)c1 | ?
105 | CN(Cc1ccccc1)C(=O)c1noc(-c2ccc(F)cc2)n1 | -11%
106 | Cc1ccc(C2Cn3nnc(-c4nc(-c5ccc(C(F)(F)F)cc5)no4)c3CO2)c(C)c1 (stereo unspecified) | 56%[activator]
107 | COC(=O)C(c1ccccc1)(c1cn(C)c2cc(Br)ccc12)C(Nc1ccccc1)c1ccccc1 (stereo unspecified) | ?
108 | COc1ccc2nc([C@H]3CCN(Cc4ccc(F)c(F)c4)C3)[nH]c2c1 | 28%[176 µM]
109 | CN[C@@H](C)C(=O)N1CCC(c2cc(N3CCOCC3)nc(C)n2)CC1 | -11%
110 | O=C(N[C@@H]1CCOC[C@H]1OCc1cscn1)c1ccc(N2CCCC2=O)cc1 | 1%
111 | Cc1nnc([C@H]2CCN(Cc3c[nH]c4ccccc34)C2)o1 | 17%[176 µM]
